Assay outcomes: PubChem, National Center for Advancing Translational Sciences (NCATS)
APE1 inh = blocks human APE1 abasic DNA cleavage | recombinant APE1, TAMRA/BHQ-2 abasic DNA cleavage fluorescence | Potency, µM (series often up to 65.8 µM), inactives show at the highest dose activity change, negative = inhibition, hits mostly inhibitors | hit rate 0.35% among 350,000 | AID 2517;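 note: potency is the fitted concentration of half-maximal effect; plate controls were vehicle for no effect and reference inhibitor for full effect; nearly all actives have a fitted effect of over 55% in size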
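Step 1: APE1 (0.75 nM) with compound, 15 min RT. Step 2: add 50 nM fluorophore/quencher THF duplex. Step 3: three fluorescence reads 60 s apart (525/598 nm); read 3 minus read 1 = reaction progress.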
Glioma ERSR ind = induces the endoplasmic reticulum stress response in human glioma cells | AID 602332 | Potency, µM, for inactives: at the top dose activation, actives largely listed as activators | U87-MG GRP78 promoter luciferase reporter, 16 h | hit rate 0.02% among 420,000; note: potency is the fitted concentration of half-maximal effect; series mostly up to about 76 µM; % of control where 0% means no effect; nearly all actives have a fitted effect of over 35% in size
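ERSR induction read as luciferase luminescence (Bright-Glo, 10 min at room temperature) in stably transfected human U87-MG glioma cells exposed to compounds for 16 h, using GRP78 as sensor.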
LDHA inh = blocks human lactate dehydrogenase A. P00338. hit rate 0.15% among 480,000. activity change, % (values are at about 110 or 230 µM). purified LDHA, NADH/diaphorase-resazurin fluorescence; stronger effect = lower value; in the data active = activity change below about -30%; inconclusive = mostly about -25% to -30%;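 note: plate controls were DMSO wells for no effect and wells without enzyme for full effect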
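LDH5 2 nM; NADH 0.06 mM, pyruvate 0.2 mM; 200 mM Tris pH 7.4, EDTA, Tween-20; 5 min RT. Detection: diaphorase 0.133 mg/mL + resazurin 37 µM, fluorescence ex540/em590 at 0 and 20 min; normalized to enzyme-free and DMSO wells.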
POLH inh = blocks human DNA polymerase eta activity. Q9Y253. recombinant Pol eta, fluorescent DNA replication assay. Potency, µM (highest dose often 114 µM), inactives show top-dose activity change, negative = inhibition, most hits filed as inhibitors. hit rate 1.2% among 390,000. AID 588591; note: potency is the fitted concentration of half-maximal effect; % is set by controls: 0 for no effect and ±100 for the full control effect
Target sequence (Q9Y253 whole entry, looked up): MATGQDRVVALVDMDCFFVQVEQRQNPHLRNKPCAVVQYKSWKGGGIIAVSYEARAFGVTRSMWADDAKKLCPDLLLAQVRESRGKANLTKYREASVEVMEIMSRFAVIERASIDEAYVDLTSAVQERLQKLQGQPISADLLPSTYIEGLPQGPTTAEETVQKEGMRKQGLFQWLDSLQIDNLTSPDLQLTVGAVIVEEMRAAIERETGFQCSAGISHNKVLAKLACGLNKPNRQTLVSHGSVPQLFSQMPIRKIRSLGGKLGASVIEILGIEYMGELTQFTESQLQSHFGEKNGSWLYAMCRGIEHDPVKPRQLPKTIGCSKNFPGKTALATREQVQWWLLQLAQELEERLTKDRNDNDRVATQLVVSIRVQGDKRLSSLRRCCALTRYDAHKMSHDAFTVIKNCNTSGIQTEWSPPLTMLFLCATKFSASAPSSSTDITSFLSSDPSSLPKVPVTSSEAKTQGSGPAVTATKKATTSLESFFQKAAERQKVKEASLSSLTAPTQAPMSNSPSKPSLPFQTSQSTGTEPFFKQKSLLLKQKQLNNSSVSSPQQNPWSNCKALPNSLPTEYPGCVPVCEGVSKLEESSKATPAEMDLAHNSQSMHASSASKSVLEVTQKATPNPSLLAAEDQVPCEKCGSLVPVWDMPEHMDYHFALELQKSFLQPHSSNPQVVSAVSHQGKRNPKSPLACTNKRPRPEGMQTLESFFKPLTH
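Pol eta (10 nM) was preincubated with compounds for 15 min at room temperature, after which fluorescent replication substrate (50 nM final) was added to start the reaction. Fluorescence was read kinetically at 0 and 10 min.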
POLK inh = blocks human DNA polymerase kappa activity; purified Pol kappa, fluorescent DNA synthesis assay, 10 min; Q9UBT6; Potency, µM (doses to about 107 µM), for inactives: at the highest dose activity, negative = inhibition, most hits filed as inhibitors; hit rate 0.53% among 400,000; note: potency is the fitted concentration of half-maximal effect; % is set by controls: 0 for no effect and ±100 for the full control effect
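Here, compound and 10 nM enzyme are combined for 15 min at room temperature; adding 50 nM substrate (final) starts DNA synthesis, tracked by fluorescence at 0 and 10 min against buffer-only wells.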
BLM helicase inh = Bloom syndrome helicase (human) inhibition; P54132; recombinant BLM DNA unwinding, fluorescence dequenching; Potency, µM (doses to about 56.1 µM), inactives show at the top dose activity change, negative = inhibition, hits mostly inhibitors; hit rate 0.2% among 350,000; AID 2528;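 note: potency is the fitted concentration of half-maximal effect; plate controls were vehicle for no effect and no enzyme for full effect; nearly all actives have a fitted effect of over 35% in size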
POLI inh = blocks human DNA polymerase iota activity; Pol iota fluorescent replication assay, 10 min; Potency, µM (series often up to 115 µM), for inactives: top-dose activity, negative = inhibition, most hits filed as inhibitors; hit rate 1% among 390,000; AID 588590; note: potency is the fitted concentration of half-maximal effect
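Fluorescent replication assay read twice, at 0 min and 10 min after adding 50 nM (final) substrate. Enzyme (10 nM) and compounds were first incubated 15 min at room temperature; enzyme-free buffer wells were negative controls.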
POLB inh = blocks human DNA polymerase beta activity; Pol beta primer extension/strand displacement, fluorescence kinetic; Potency, µM (titrated, usually from 114 µM), inactives show at the highest dose activity change, negative = inhibition, hits mostly inhibitors; hit rate 1.3% among 340,000; AID 485314; note: potency is the fitted concentration of half-maximal effect; % is set by controls: 0 for no effect and ±100 for the full control effect
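Human Pol beta at 10 nM; strand-displacement substrate 50 nM final. Compound exposure 15 min at room temperature before start, reaction 10 min at room temperature.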
Apoferritin bind = candidate novel general anesthetic via apoferritin binding. P02791. apoferritin/1-aminoanthracene competitive binding, fluorescence. Potency, µM (titrated, usually from 77.5 µM), inactives show at the top dose activity change, negative = displacement, most hits filed as inhibitors. hit rate 0.074% among 350,000. AID 485281; note: potency is the fitted concentration of half-maximal effect; % is set by controls: 0 for no effect and ±100 for the full control effect; nearly all actives have a fitted effect of over 20% in size
Target sequence (P02791 2-175 limits assumed): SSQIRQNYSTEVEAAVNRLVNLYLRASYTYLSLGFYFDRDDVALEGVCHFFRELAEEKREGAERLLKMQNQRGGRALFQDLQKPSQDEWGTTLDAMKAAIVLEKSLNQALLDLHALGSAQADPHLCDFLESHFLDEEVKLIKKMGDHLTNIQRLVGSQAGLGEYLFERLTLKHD
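In PBS, apoferritin at 10 uM is loaded with 1-AMA from a 50% saturated solution. After 10 min of compound exposure at ambient temperature, reduced 535 nm fluorescence indicates probe displacement.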
* = called active by the depositor; ? = inconclusive; / = no result given; & = joins results of further samples; [ ] = remark or other dose. Unless noted, calls come from the whole dose curve; as a rule, active = well fitted curve in the direction sought with a large enough effect; inconclusive = small, poorly fitted or top-dose-only effect, or another doubt; inactive = no such curve, though single readings can be large; an effect the other way counts as inactive or inconclusive.

SMILES	APE1 inh	Glioma ERSR ind	LDHA inh	POLH inh	POLK inh	BLM helicase inh	POLI inh	POLB inh	Apoferritin bind
Cc1ccc(C)c(N2CCN(S(=O)(=O)c3ccc4c(c3)NC(=O)CC(=O)N4)CC2)c1	0%	-2%	-3	-10%	-18%	-7%	-3%	7%	?
Cc1cccc(NC(=O)CNC(=O)CN2CCN(C)CC2)c1C	-2%	0%	-14	-15%	-2%	/	17%	/	/
N#Cc1cnn2c(N)c(-c3ccc(Cl)cc3)cnc12	-3%	0%	-2	-13%	-5%	-14%	63%[activator]	?	0%
O=C(Cn1cnc([N+](=O)[O-])c1)Nc1cc(Oc2ccc(Cl)cc2Cl)cc([N+](=O)[O-])c1	-8%	?	-3	-18%	-4%	-10%	-20%	-11%	-15%
Cc1nn(CCCC(=O)Nc2cc(C(F)(F)F)ccc2Cl)c(=O)c2c1sc1ccccc12	/	-3%	2	-14%	4%	-2%	24%	7%	0%
CN(C(=O)COC(=O)CNC(=O)c1sc2ccccc2c1Cl)c1ccccc1	?	-2%	-6	-20%	-2%	-2%	13%	18%	-13%
C=CCC[C@H](Cc1ccc(F)cc1)C(=O)OC[C@@H](Cc1c[nH]c2ccccc12)NC(=O)[C@@H](CC=C)CC(=O)N(CCO)Cc1ccccc1	2%	-3%	4	-15%	-19%	/	-7%	/	/
O=C(CSC1=NCCS1)N1CCN(c2ccc(Cl)cc2)CC1	1%	-2%	-6	9%	-19%	0%	6%	16%	-17%
CCOC(=O)N1CCN(C(=O)CSCC(=O)Nc2nc(-c3ccc(Cl)s3)cs2)CC1	1%	0%	-1	-11%	-12%	-15%	-25%[58.9 µM]	14%	-9%
CC(C)[C@H](NC(=O)c1ccccc1Cl)C(=O)OCC(=O)NC(=O)NC1CCCC1	52%	-5%	2	-21%	-1%	-1%	9%	3%	-15%
Cn1c(N)c(C(=O)COC(=O)COc2ccccc2C#N)c(=O)n(C)c1=O	1%	-1%	0	-11%	0%	0%	96%[activator]	-1%	-6%
CCCCN1CNC(=S)N(c2ccc(C(=O)OCC)cc2)C1	3%	-2%	-5	-10%	-7%	5%	174%[activator]	-19%	-1%
CCCS(=O)(=O)N1CCCC(C(=O)NCCc2cccc(C)c2)C1 (stereo not given)	25%	-1%	-3	3%	-3%	0%	8%	8%	-6%
CCOC(=O)c1ccc(NC(=O)C2CCCO2)cc1 (stereo not given)	-1%	-4%	-3	-10%	8%	0%	-3%	20%	-6%
COC(CNC(=O)C(=O)NCC1CCCN1S(=O)(=O)c1cccs1)OC (stereo not given)	2%	-1%	0	-3%	-16%	/	9%	/	/
Cc1ccc(C)c(-n2c(Cc3cc(=O)[nH]c(=O)[nH]3)nnc2SC(C)C)c1	2%	-2%	0	-3%	13%	-4%	16%	38%	-4%
CCOC(=O)COc1c(C(=O)OC)sc2ncccc12	1%	-1%	-7	13%	-11%	-1%	124%[activator]	4%	-12%
CCCCCCCCCCCCC/C=C/[C@@H](O)[C@H](CO)N(C)C	3%&0%	-4%	/	/	2%[19.4 µM]	3%	/	/	-9%
O=C1CN(C(=O)C2CC2)c2ccccc2N1	-2%	-4%	-7	8%	-6%	-1%	5%	5%	-11%
CCNc1ncc2nc(-c3cn(C)c4ccccc34)c(=O)n(C)c2n1	-1%	-1%	/	/	-5%[60.1 µM]	-9%	/	/	/
S=c1nc(C23CC4CC(CC(C4)C2)C3)[nH][nH]1	0%	-4%	0	-16%	2%	-2%	5%	6%	?
O=C(CSc1nnc(-c2ccccc2)c2ccccc12)NCCN1C(=O)CSC1=O	11%	-5%	-1	-11%	-6%	/	8%	/	/
CCc1ccc(CCC(=O)Nc2ccc(C(=O)O)cc2)o1	52%	-1%	-1	?	-29%	1%	?	-1%	-2%
FC(F)(F)c1cccc(-n2c(Cn3nnc4ccccc43)n[nH]c2=S)c1	-1%	-3%	5	-11%	6%	0%	31%[activator]	5%	34%[activator]
O=C(N/N=C/c1cccc([N+](=O)[O-])c1)c1cc[n+](CCO)cc1	22%	-3%	-15	0%	-11%	1%	8%	20%	-2%
Cc1ccc(NC(=O)c2c(NC(=O)Cc3ccccc3)sc3c2CCC3)cc1	/	-2%	-5	-4%	-5%	-9%	-16%	34%	91%[activator]
O.O.O.O=S(=O)([O-])OC[C@H]1O[C@@H](O[C@]2(COS(=O)(=O)[O-])O[C@H](OS(=O)(=O)[O-])[C@@H](OS(=O)(=O)[O-])[C@@H]2OS(=O)(=O)[O-])[C@H](OS(=O)(=O)[O-])[C@@H](OS(=O)(=O)[O-])[C@@H]1OS(=O)(=O)[O-].[Al]	1%	/	/	/	/	-4%	/	0%	-4%
COC(=O)C[C@H]1c2ccccc2S(=O)(=O)N1C(C)C	/	-3%&0%	-8	-2%	-3%&8%	/	6%&-2%	/	/
COc1ccc(C2C(=O)N(C3CCCCCC3)CC(=O)N2CCC2=CCCCC2)cc1 (stereo not given)	/	-2%	3	-10%	1%[60.1 µM]	-9%	2%	-1%	3%
COC(=O)C1=NOC2(C=C(Br)C(OC)=C(Br)C2=O)C1 (stereo not given)	?	-9%	/	/	/	1%[12.4 µM]	/	/	-10%[15.3 µM]
CCC(=O)N(Cc1cc2c(C)ccc(C)c2[nH]c1=O)C1CCCCC1	1%	-5%	4	-5%	-6%	-3%	2%	6%	2%
CCC(=O)Nc1ccccc1C(=O)OCC(=O)c1ccccc1	-1%	-1%	-2	-17%	0%	-1%	-9%	17%	-23%
CC(=O)CSc1nnc(CN2C(=O)CSc3ccc(C(F)(F)F)cc32)n1C	3%	-2%	1	-2%	-15%	0%	?	-25%	-16%
CC(C)(C)c1ccccc1NC(=O)COC(=O)CN1C(=O)NC2(CCCC2)C1=O	15%	-4%	-3	-13%	-13%	/	5%	/	/
CN(CC(=O)Nc1ccc2c(c1)OCCO2)CC(=O)Nc1ccc(F)c(F)c1F	-9%	0%	4	-22%	-4%	/	10%	/	/
Cc1ccc(NC(=O)CC(C)CC(=O)NCc2ccccc2)cc1Cl (stereo not given)	24%	-2%	1	1%	9%	-3%	10%	45%	-1%
Cc1c(-c2ccc(OCc3ccccc3)cc2)nc2ccccc2c1C(=O)O	-3%	7%	-23	-19%	-3%	-11%	3%	24%	1%
C/C(=N\O)C(C)/[N+]([O-])=C/c1nc(C)c(C)n1O (stereo not given)	/	-1%	-2	-13%	-15%	/	5%	/	/
CC(=O)Nc1ccc(CN(C)CC2CCCN(CCc3cccc(C(F)(F)F)c3)C2)cc1 (stereo not given)	7%	-1%	-5	-2%	-9%	3%	71%[activator]	-29%	-14%
COc1ccccc1/C=C/C=N/NC(=O)CCn1cnc2ccccc21	-3%	-4%	-5	-13%	-5%	-1%	-25%	33%	-21%

Exported with values under each structure: entries from further up.
Sequence of screens: APE1 inh	Glioma ERSR ind	LDHA inh	POLH inh	POLK inh	BLM helicase inh	POLI inh	POLB inh	Apoferritin bind
> COc1ccc(C2C(=O)N(C3CCCCCC3)CC(=O)N2CCC2=CCCCC2)cc1 (stereo not given)
  /	-2%	3	-10%	1%[60.1 µM]	-9%	2%	-1%	3%
> COC(=O)C1=NOC2(C=C(Br)C(OC)=C(Br)C2=O)C1 (stereo not given)
  ?	-9%	/	/	/	1%[12.4 µM]	/	/	-10%[15.3 µM]
> CCC(=O)N(Cc1cc2c(C)ccc(C)c2[nH]c1=O)C1CCCCC1
  1%	-5%	4	-5%	-6%	-3%	2%	6%	2%
> CCC(=O)Nc1ccccc1C(=O)OCC(=O)c1ccccc1
  -1%	-1%	-2	-17%	0%	-1%	-9%	17%	-23%
> CC(=O)CSc1nnc(CN2C(=O)CSc3ccc(C(F)(F)F)cc32)n1C
  3%	-2%	1	-2%	-15%	0%	?	-25%	-16%
> CC(C)(C)c1ccccc1NC(=O)COC(=O)CN1C(=O)NC2(CCCC2)C1=O
  15%	-4%	-3	-13%	-13%	/	5%	/	/
> CN(CC(=O)Nc1ccc2c(c1)OCCO2)CC(=O)Nc1ccc(F)c(F)c1F
  -9%	0%	4	-22%	-4%	/	10%	/	/
> Cc1ccc(NC(=O)CC(C)CC(=O)NCc2ccccc2)cc1Cl (stereo not given)
  24%	-2%	1	1%	9%	-3%	10%	45%	-1%
> Cc1c(-c2ccc(OCc3ccccc3)cc2)nc2ccccc2c1C(=O)O
  -3%	7%	-23	-19%	-3%	-11%	3%	24%	1%
> C/C(=N\O)C(C)/[N+]([O-])=C/c1nc(C)c(C)n1O (stereo not given)
  /	-1%	-2	-13%	-15%	/	5%	/	/
> CC(=O)Nc1ccc(CN(C)CC2CCCN(CCc3cccc(C(F)(F)F)c3)C2)cc1 (stereo not given)
  7%	-1%	-5	-2%	-9%	3%	71%[activator]	-29%	-14%
> COc1ccccc1/C=C/C=N/NC(=O)CCn1cnc2ccccc21
  -3%	-4%	-5	-13%	-5%	-1%	-25%	33%	-21%

Further entries follow.
SMILES	APE1 inh	Glioma ERSR ind	LDHA inh	POLH inh	POLK inh	BLM helicase inh	POLI inh	POLB inh	Apoferritin bind
CCN(CC(=O)Nc1c(F)cccc1F)C(=O)/C=C/c1ccc2ccccc2n1	1.7µM*	-3%	-11	1.1µM*	8.9µM*	/	4.5µM*	/	/
CCOC(=O)N1CCN(C(=O)c2cccc(N3C(=O)NC4CC3(C)Oc3ccccc34)c2)CC1 (stereo not given)	12%	-2%	-3	-7%	-16%	-4%	6%	-2%	-7%
COc1ccc(Nc2nc3ccc(OC)cc3s2)cc1	-5%	7%	-3	-17%	-10%	-10%	22%	-2%	-10%
CCOc1ccccc1-c1nc2c(s1)CCc1onc(-c3ccc(OC)cc3)c1-2	/	1%	3	-10%	14%	/	29%	/	/
O=C(N/N=C/c1cc(Br)ccc1O)c1ccccc1Cl	5%	-2%	3	-19%	0%	-2%	22%	-1%	-13%

These rows are one share of the data. The share of hits here may be higher or lower than overall.
